# High-throughput results from PubChem BioAssay.
# PREPL inh = human PREPL enzyme inhibition. recombinant PREPL, fluorescence polarization activity-based probe. actives 0.68% (n = 320,000). inhibition, % at 5.96 µM; in the data active = inhibition above about 43%;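 note: 0% = enzyme with DMSO and 100% = wells lacking enzyme; many of its hits are not listed in these tables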
# Target sequence (Q4J6C6 whole entry, looked up): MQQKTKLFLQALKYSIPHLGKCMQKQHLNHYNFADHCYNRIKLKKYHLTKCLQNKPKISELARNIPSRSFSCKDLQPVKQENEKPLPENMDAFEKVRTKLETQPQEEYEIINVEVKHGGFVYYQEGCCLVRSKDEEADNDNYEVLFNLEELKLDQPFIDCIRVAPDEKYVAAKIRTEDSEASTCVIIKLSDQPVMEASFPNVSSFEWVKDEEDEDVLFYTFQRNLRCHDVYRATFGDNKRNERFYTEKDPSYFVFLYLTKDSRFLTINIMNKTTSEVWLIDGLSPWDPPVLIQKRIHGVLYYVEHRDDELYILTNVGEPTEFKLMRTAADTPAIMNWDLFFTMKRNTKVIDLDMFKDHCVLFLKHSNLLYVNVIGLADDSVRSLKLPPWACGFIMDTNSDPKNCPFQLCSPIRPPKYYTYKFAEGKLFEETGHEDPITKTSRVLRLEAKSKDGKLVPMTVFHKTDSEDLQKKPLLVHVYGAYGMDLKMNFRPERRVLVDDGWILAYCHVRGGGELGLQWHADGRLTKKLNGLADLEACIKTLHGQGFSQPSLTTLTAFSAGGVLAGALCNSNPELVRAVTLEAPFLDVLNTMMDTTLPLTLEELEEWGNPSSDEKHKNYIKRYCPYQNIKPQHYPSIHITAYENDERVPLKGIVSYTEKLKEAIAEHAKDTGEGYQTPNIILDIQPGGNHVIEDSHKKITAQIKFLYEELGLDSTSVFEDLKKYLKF
# PP5 inh = PP5 (human) phosphatase inhibition. P53041. actives 0.18% (n = 320,000). inhibition, % at 6.7 µM. AID 1987. purified PP5c, OMFP substrate fluorescence;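 active = inhibition above the campaign's mean inhibition across all tested compounds plus 3 SD, cut at about 9.5% in these data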;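 note: 0% = DMSO only and 100% = 100 µM cantharidin control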
# HCV core dimer = blocks dimerization of HCV core protein | inhibition, % at 5 µM | AID 1899 | TR-FRET GST/Flag-core106 dimerization, 1536-well | actives 0.33% (n = 300,000);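 active = inhibition above the mean of all tested compounds plus 3 SD, set per screening campaign, cut at about 45% in these data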
#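 Assay system – GST-tagged and Flag-tagged HCV core protein residues 1-106 · Quantity – core106 proteins, GST 13.5 nM and Flag 17 nM · Benchmarks – unlabelled core106 and no-GST-core106 wells · Read-out basis – percent inhibition of core106 dimerization signal · Detection – time-resolved FRET, ex 340 nm, em 617 and 671 nm · Schedule – 4 h at 22.5 °C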
# EBNA-1 inhibitor = blocks EBNA-1 binding to DNA. EBNA-1 DNA binding, fluorescence polarization. actives 0.34% (n = 300,000). inhibition, % at 14.8 µM. AID 1950; in the data active = inhibition above about 28%
# Fh CTSL1 inh = counter-screen for PFM18AAP inhibitors: inhibitors of F. hepatica cathepsin L1. recombinant F. hepatica cathepsin L1, Z-Leu-Arg-MCA fluorescence. actives 0.49% (n = 300,000). inhibition, % at 5.96 µM;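 active = inhibition above the mean of all tested compounds plus 3 SD, set per screening campaign, cut at about 17% in these data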;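 note: 0% = plate median of test compound wells and 100% = 1 µM Z-Phe-Ala-diazomethylketone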
# Efflux pump mplx = antifungal efflux pump inhibition, Nile Red retention | inhibition, % at 10 µM | AID 485275 | actives 0.44% (n = 330,000) | S. cerevisiae Candida pump triplex;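 active = plate passing quality check with inhibition over a set limit, or well fluorescence over plate mean plus 4 SD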;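 note: Nile Red retained in pooled yeast measured as flow cytometry median fluorescence; 0% = buffer negative control and 100% = Enniatin B positive control; higher means more Nile Red kept so more efflux inhibition; some compounds called inactive have numbers as strong as hits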
# TPT1 inh = inhibitors of Candida albicans tRNA 2'-phosphotransferase TPT1; recombinant caTPT1, FP RNA substrate dephosphorylation; inhibition, % at 5 µM; actives 0.81% (n = 300,000); AID 1962;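 active = inhibition above the mean of all tested compounds plus 3 SD, set per screening campaign, cut at about 24% in these data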;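 note: plate controls were DMSO alone for no effect and ferristatin control at 100 nM for full effect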
# ZTA counter = blocks Epstein-Barr virus ZTA, an EBNA-1 counter-screen; AID 2234; inhibition, % at 11 µM; ZTA-DNA binding, fluorescence polarization; actives 0.15% (n = 320,000); in the data active = inhibition above about 33%
# Target sequence (P03206 whole entry, looked up): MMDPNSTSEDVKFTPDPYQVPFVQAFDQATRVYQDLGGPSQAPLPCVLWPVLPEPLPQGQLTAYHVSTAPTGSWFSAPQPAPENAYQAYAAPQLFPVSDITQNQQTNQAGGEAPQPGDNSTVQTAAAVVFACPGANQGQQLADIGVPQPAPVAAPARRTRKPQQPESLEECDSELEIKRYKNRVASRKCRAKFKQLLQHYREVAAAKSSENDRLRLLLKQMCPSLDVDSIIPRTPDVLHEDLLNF
# PP1 counter = PP1-alpha (human) inhibition in PP5 counter-screen; purified PP1alpha, OMFP fluorescence; inhibition, % at 6.7 µM; actives 0.9% (n = 320,000); AID 2235; P62136;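 active = inhibition above the mean inhibition of all tested compounds plus 3 SD, computed separately for each screening campaign, cut at about 15% in these data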
# The depositor's hits bear a star; nt = not tested or not shown. Only part of the results is shown; rates above refer to the full screens.
SMILES,PREPL inh,PP5 inh,HCV core dimer,EBNA-1 inhibitor,Fh CTSL1 inh,Efflux pump mplx,TPT1 inh,ZTA counter,PP1 counter
CC(=O)c1ccc(NC(=O)CSc2nnc(-c3ccco3)o2)cc1,-6,1.9,-1,-10,-5,0.0,-2,-12,9
COc1ccccc1OCc1cc(-c2ccccc2)no1,-15,2.1,-1,3,-5,-0.1,-2,3,-1
CC(=O)c1c(N2CCOCC2)nc(=S)n(Cc2ccccc2)c1C,3,-0.1,1,1,-1,0.1,0,-4,-9
CCOC(=O)N1CCN(S(=O)(=O)c2cc3c(cc2C)NC(=O)CO3)CC1,-8,4.7,0,0,-5,0.0,-2,-4,-3
CCc1noc(C)c1C(=O)NNC(=O)COc1ccc(C)cc1,4,-0.2,-3,-3,-9,0.0,-2,-6,-4
CCN(c1ccccc1C)S(=O)(=O)c1cc2c3c(c1)CCC(=O)N3CCC2,0,-0.2,4,6,3,0.0,-1,0,-2
COC(=O)c1ccc(OC)c(CSc2nnc(-c3ccc(C(C)(C)C)cc3)o2)c1,1,-0.2,8,-6,1,-0.1,1,-10,-2
Cc1ccc(S(=O)(=O)N(C)CCCC(=O)Nc2cc(C)ccc2C)cc1,5,0.9,1,-4,-3,0.1,-3,8,1
CC(C)[C@@H](CSc1ccccc1)N1CCN(Cc2ccccc2)CCC1=O,-2,3.2,11,5,-3,0.0,1,-1,3
O=C(C[n+]1ccc(C(=O)NCCCO)cc1)c1cccc(Br)c1,5,1.5,-2,-6,-2,-0.1,-4,-12,-3
C/C(=N\NC(=O)c1nn(C)c(C)c1Br)c1ccc(NC(=O)c2ccccc2F)cc1,0,3.4,-11,5,0,-0.1,-4,-24,0
COc1ccc(S(=O)(=O)Nc2ccc(Cc3ccncc3)cc2)cc1C,-10,1.9,6,-2,-1,0.4,1,-6,10
Cc1sc2ncnc(NCC3(N4CCOCC4)CCCCC3)c2c1C,24,2.8,-1,-4,-4,0.1,-2,-12,1
CS(=O)(=O)Nc1cccc(C2=NN(C(=O)c3cccc(F)c3)C(c3cccs3)C2)c1 (stereo not given),9,5.7,-8,-11,-1,0.2,4,-4,4
O=C(CSc1nncn1-c1cccnc1)Nc1cccc([N+](=O)[O-])c1,-5,0.0,-4,-2,5,-0.1,-3,-9,1
CNC(=O)CN1C(=O)NC(Cc2c[nH]c3ccccc23)C1=O (stereo not given),-9,-0.7,5,1,-3,0.2,-1,2,-3
CN(/N=C/Cc1nnnn1-c1ccc(Cl)cc1)c1ccccc1,0,1.6,3,-10,-4,0.1,-1,-15,-1
CCc1nnc(NC(=O)c2ccc(S(=O)(=O)N(C)Cc3ccccc3)cc2)o1,-1,2.5,4,2,3,0.0,-2,-6,37*
CCOc1cccc(=O)c2c(C)n(CC(=O)c3ccccc3)c(C)c12,12,1.0,37,4,1,0.1,21,6,-1
O=C(COc1ccc(/C=N/NC(=O)C(=O)N2CCCCCC2)cc1)Nc1ccccc1Cl,31,0.7,1,-3,-1,0.0,-3,16,0
Cc1nnc2ccc(-c3ccc(NC(=O)c4ccc(Cl)nc4)cc3)nn12,-6,-1.1,2,6,1,0.0,1,1,-7
O=S(=O)(Nc1nc2ccc(S(=O)(=O)N3CCCCC3)cc2s1)c1ccccc1,5,-0.7,15,14,5,0.0,1,16,2
CCC(C)(C)NC(=O)C(c1ccc(F)cc1)N(Cc1ccc(OC)cc1)C(=O)c1cnccn1 (stereo not given),7,-4.0,1,-11,-3,0.1,-1,-9,1
CCNC(=O)COC(=O)c1cc(=O)[nH]c2ccccc12,10,3.0,-10,5,-4,0.2,1,-9,0
Cc1ccccc1OCc1nnc(SCC(=O)Nc2ccc3c(c2)OCO3)n1C,13,-0.4,1,7,-1,0.0,-1,-11,6

# (next part)
SMILES,PREPL inh,PP5 inh,HCV core dimer,EBNA-1 inhibitor,Fh CTSL1 inh,Efflux pump mplx,TPT1 inh,ZTA counter,PP1 counter
COc1ccc(NC(=O)c2ccc3c(=O)n(-c4ccc(OC)cc4OC)c(=S)[nH]c3c2)cc1,-3,3.4,1,-3,0,0.0,3,-6,-3
Cc1cc(=O)n(C)c2ccccc12,10,-4.3,-2,-7,-5,-0.1,-2,-2,-5
O=S1(=O)NC(c2ccccc2)CC(CC2CCCCC2)O1 (stereo not given),18,4.7,-8,-5,2,0.0,-5,10,7
O=C(CCc1ccc(S(=O)(=O)N2CCOCC2)cc1)OCc1nc2ccccc2s1,13,0.7,3,2,-7,0.1,-2,-10,2
Nc1cccc2c1C(=O)N(C(=O)c1ccco1)C2=O,7,-0.5,1,1,-3,0.0,-12,-17,-1
COc1ccc(N(Cc2ccccc2)S(=O)(=O)c2cccc(C(=O)Nc3ccccn3)c2)cc1,-2,-0.1,nt,nt,nt,-0.1,nt,1,-2
Cc1nc2ccccn2c1-c1csc(NCc2ccco2)n1,15,0.2,-6,2,-4,-0.2,-4,4,-4
COc1ccc(C(CC(=O)NCCCN2CCOCC2)NS(=O)(=O)c2ccc(C)cc2)cc1 (stereo not given),-5,0.6,-4,-2,-3,-0.1,-6,7,-1
Cc1ccc(Nc2c(F)c(F)c(F)c(F)c2C(=O)O)cc1,-10,1.0,4,-10,3,0.0,-4,2,-3
COc1ccc(CNC(=O)CN2CCN(c3ccccc3O)CC2)cc1OC,-88,0.9,5,8,-3,-0.1,-2,5,-2
CC1(C)C/C(=N\O)C(C(O)c2cccc([N+](=O)[O-])c2)C(C)(C)N1 (stereo not given),7,-1.0,1,14,0,-0.1,-3,5,-2
Cc1nnc(SC(C)C(=O)Nc2ccc3ccccc3c2)n1C (stereo not given),9,-2.2,nt,nt,nt,0.0,nt,0,0
Cc1c(Cl)cccc1NC(=O)CC1SC(=NCC2CCCO2)NC1=O (stereo not given),1,1.3,-1,7,1,-1.9,-3,10,-1
O=C1C=C(c2cccs2)C[C@H](c2ccccc2)[C@H]1n1nnc([N+](=O)[O-])n1,14,-0.2,26,-3,12,-0.2,-2,-5,6
Cc1ccc(NC(=S)c2ccc(N(C)C)cc2)cc1,10,3.1,-7,-5,1,0.1,4,-4,-2
O=C(C1CCCC1)N1CCC(CO)(Cc2ccccc2Cl)CC1,2,-1.6,4,0,-4,0.0,0,5,1
Cc1ccc(CS(=O)Cc2ccc(C(=O)NCc3ccccc3Br)o2)cc1 (stereo not given),-5,-1.0,2,2,4,-0.1,1,-9,-3
COC(=O)[C@]1(C)CCC[C@@]2(C)C3CC[C@@]4(C)C[C@]3(CCC21)CC(=O)N4Cc1ccc(OC)cc1 (stereo not given in full),-22,4.7,nt,nt,nt,1.1,nt,-22,7
COc1cccc2c1OC[C@@H](CO)[C@H]2N(C)C(=O)Nc1ccccc1,13,0.4,-3,1,2,-0.1,-1,0,-3
CN(C)CCCNC(=S)/N=c1\sccn1Cc1ccccc1Cl,-39,0.2,-11,7,1,-0.1,-3,-2,-3
CC(=O)c1ccc(NC(=O)c2cc(S(=O)(=O)N3CCOCC3)ccc2C)cc1,2,-1.3,9,15,0,0.0,-2,8,-3
C/C(CCc1ccc2c(c1)OCO2)=N\NC(=O)c1ccccc1Cl,-16,-0.1,1,-7,-5,0.0,-2,-1,-4
CCN(CC)S(=O)(=O)c1ccc2c(c1)nc(CCC(=O)Nc1ccc3c(c1)OCO3)n2CC,9,0.0,23,0,-1,4.1,2,9,15*
CCOc1ccc(CCNC(=O)COC(=O)c2nc(Cl)ccc2Cl)cc1OCC,-4,-1.9,5,4,-9,0.0,-2,4,-8
CC(C)(Oc1ccc(Cl)cc1)C(=O)Nc1ccncc1,-14,-1.3,-6,6,-2,-0.1,3,12,3

# Other results follow:
SMILES,PREPL inh,PP5 inh,HCV core dimer,EBNA-1 inhibitor,Fh CTSL1 inh,Efflux pump mplx,TPT1 inh,ZTA counter,PP1 counter
Cn1ncc(C#N)c1NC(=O)C1CC(c2c(F)cccc2Cl)=NO1 (stereo not given),5,2.9,0,-10,-1,0.3,4,-5,-1
O=C(NCCN1CCCCC1)c1cc(Cl)ccc1Cl,-1,-1.5,-4,1,3,0.2,3,-1,0
O=S(=O)(CCc1nnc(-c2ccc(Br)cc2)o1)c1ccc(Cl)cc1,4,-2.5,-360,8,2,-0.1,-3,-12,-2
Cc1cc(NC(=O)COC(=O)C2CCN(S(=O)(=O)c3ccccc3)CC2)c([N+](=O)[O-])cc1C,18,2.5,18,7,-1,-0.3,-2,6,3
CCOC(=O)c1ccc(NCC(O)COc2ccccc2)cc1 (stereo not given),12,3.5,-7,3,1,0.0,-7,-6,0
Cc1ccc(NC(=O)c2ccco2)c(NC(=O)c2ccc(Cl)cc2)c1,-12,0.9,-5,-2,-1,0.1,-1,-23,4
C#CCOc1nc(Nc2cccc([N+](=O)[O-])c2)nc(OCC#C)n1,19,3.6,15,-13,-6,0.9,0,-9,-2
COc1ccccc1C1(O)C(=O)Nc2ccc(C)cc21 (stereo not given),-6,0.0,-1,-2,0,0.2,2,3,-1
CC(c1ccco1)N(C(=O)c1ccccc1NS(=O)(=O)c1ccc(Cl)cc1)c1ccccn1 (stereo not given),1,0.9,12,3,-4,-0.1,-1,8,-3
O=C(NCc1ccccc1Cl)C1CCCN(S(=O)(=O)c2cccc3nsnc23)C1 (stereo not given),7,-2.4,0,5,-1,0.0,-1,2,0
CCCCN1CN(Cc2ccco2)CNC1=S,-8,2.5,-3,-13,2,0.5,-1,-4,2
Cn1cc(C(=O)c2cccc(Cl)c2Cl)cc1C#N,-6,3.7,-7,-18,-3,0.2,-1,6,0
CCCCCCC1C(C#N)=C(N)OC2=C1C(=O)CCC2 (stereo not given),7,1.3,-1,7,0,-0.1,2,2,0
COc1cc(CN2CCC(CO)(Cc3cccc(C(F)(F)F)c3)CC2)ccc1F,18,0.3,-3,2,-3,-0.1,-3,15,0
S=C(NCCCN1CCOCC1)NC1CC1,5,1.2,-1,-18,-4,-0.2,4,-9,-2
CCN(CC)C(=O)COc1ccc2oc(C)c(C(=O)OC)c2c1,10,0.2,-9,1,2,0.0,-5,-1,2
O=C(CC12CC3CC(CC(C3)C1)C2)NCc1ccco1,6,-0.5,-1,6,4,-0.1,-6,1,-2
CCOC(=O)CSCc1cn2cc(Cl)ccc2n1,6,1.5,-1,1,-2,0.1,1,5,-6
C#CCOCCOCCOCCNc1nc(N2CCN(C(=O)Cn3cc(CCCN=C(N)N)nn3)CC2)nc(N2CCN(C(=O)[C@H]([C@@H](C)CC)n3cc(CCCCN)nn3)CC2)n1,12,1.5,4,0,-2,0.1,-2,-10,-3
CCN1CCc2c(OCC(=O)Nc3cccc(C)c3C)cccc2C1=O,12,1.9,-3,-13,0,0.2,1,-2,-3
O=C(Cn1cnc2ccccc2c1=O)NCC(=O)N1CCN(c2ccccn2)CC1,-6,-0.4,-2,1,-4,-0.2,-5,-14,-1
Cn1cc(CC(=O)NCCCN2CCOCC2)c2ccccc21,6,1.0,-4,-12,-4,-0.2,0,-11,-4
Cc1ccn2c(c1)nc(=O)c1cc(S(=O)(=O)N3CCC(C)CC3)ccc12,-1,2.5,12,-2,0,-0.1,0,-6,1
